HEK cytotox – cytotoxic compounds in HEK 293 cells; HEK 293 viability, ATP luminescence (CellTiter-Glo), 48-72 h; Potency, µM (top dose mostly 115 µM), for inactives: at the highest dose activity change, negative = cytotoxicity, usual class: inhibitors; hit rate 6.6% among 94,000; note: potency is the fitted concentration of half-maximal effect; nearly all actives have a fitted effect of over 60% in size
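Pintool-delivered compounds were incubated with HEK 293 cells (250 cells/well) at 37 degree Celsius for 48 or 72 hr. ATP-dependent luminescence (CellTiter-Glo) then reported remaining viable cells.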
SNCA expr inhib – inhibitors of alpha-synuclein (SNCA) gene expression | HEK-293 SNCA-luciferase knock-in, luminescence, 24 h | Potency, µM (titrated, usually from 57.2 µM), for the others: at the top dose activity change, negative = inhibition, actives largely listed as inhibitors | hit rate 0.17% among 140,000 | AID 1671194;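 note: potency is the fitted concentration of half-maximal effect; plate controls were DMSO cells for no effect and cell-free wells for full effect; nearly all actives have a fitted effect of over 45% in size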
Luciferase inh – Photinus pyralis luciferase inhibition | P08659 | purified P. pyralis luciferase, luminescence, biochemical | Potency, µM (top dose mostly 115 µM), for inactives: at the top dose activity change, negative = inhibition, actives largely listed as inhibitors | hit rate 2.5% among 76,000 | AID 1347043; note: potency is the fitted concentration of half-maximal effect; nearly all actives have a fitted effect of over 65% in size
Target sequence (P08659 whole entry, looked up): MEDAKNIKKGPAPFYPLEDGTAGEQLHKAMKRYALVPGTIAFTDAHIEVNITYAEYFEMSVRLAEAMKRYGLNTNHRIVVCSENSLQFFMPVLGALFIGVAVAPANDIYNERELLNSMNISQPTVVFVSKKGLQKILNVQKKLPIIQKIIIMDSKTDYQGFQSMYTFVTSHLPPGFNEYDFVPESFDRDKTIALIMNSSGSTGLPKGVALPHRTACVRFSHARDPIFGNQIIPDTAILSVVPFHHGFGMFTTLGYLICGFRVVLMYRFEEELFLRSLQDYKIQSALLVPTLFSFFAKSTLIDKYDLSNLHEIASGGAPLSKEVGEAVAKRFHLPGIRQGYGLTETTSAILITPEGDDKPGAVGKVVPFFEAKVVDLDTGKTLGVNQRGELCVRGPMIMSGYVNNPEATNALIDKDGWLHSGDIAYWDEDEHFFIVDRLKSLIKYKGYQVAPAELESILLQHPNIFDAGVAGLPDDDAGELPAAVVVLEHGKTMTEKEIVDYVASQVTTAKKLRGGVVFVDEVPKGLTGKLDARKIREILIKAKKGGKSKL
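Purified P. pyralis luciferase (10nM final) in 50mM Tris acetate pH 7.5, 10mM Mg acetate, 0.01% Tween-20, 0.05% BSA with 10uM D-luciferin and 10uM ATP. Compounds titrated qHTS. Luminescence imaged on CCD.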
NIH3T3 tox – cytotoxic compounds in NIH 3T3 cells | NIH 3T3 viability, CellTiter-Glo ATP luminescence, 48-72 h | Potency, µM (doses to about 96.7 µM), for inactives: top-dose activity change, negative = cytotoxicity, usual class: inhibitors | hit rate 4.3% among 94,000; note: potency is the fitted concentration of half-maximal effect; nearly all actives have a fitted effect of over 55% in size
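Luminescent ATP readout (CellTiter-Glo, 10 min RT) after 48 or 72 hr compound exposure of NIH 3T3 cells seeded at 400 cells/well in 1536-well format; quantitative HTS.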
IP6K1 inhibitor – inhibitors of human IP6K1; IP6K1 kinase, ADP-Glo luminescence, 2 h; active compounds read low; activity change, % (series mostly up to about 58 µM); hit rate 0.81% among 140,000; AID 1645851; in the data active = activity change below about -25%
Target sequence (Q92551 whole entry, looked up): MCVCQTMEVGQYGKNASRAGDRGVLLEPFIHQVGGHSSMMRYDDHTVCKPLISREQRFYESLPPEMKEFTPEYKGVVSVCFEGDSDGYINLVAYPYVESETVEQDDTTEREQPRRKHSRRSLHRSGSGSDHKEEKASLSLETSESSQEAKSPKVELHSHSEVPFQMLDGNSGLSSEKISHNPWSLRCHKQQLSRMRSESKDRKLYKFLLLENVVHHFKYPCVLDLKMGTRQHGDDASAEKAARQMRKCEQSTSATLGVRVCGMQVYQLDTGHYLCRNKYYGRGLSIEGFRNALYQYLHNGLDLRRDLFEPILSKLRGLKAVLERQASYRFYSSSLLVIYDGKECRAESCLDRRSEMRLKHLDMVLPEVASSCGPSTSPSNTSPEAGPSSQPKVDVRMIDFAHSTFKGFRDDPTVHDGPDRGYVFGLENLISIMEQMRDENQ
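ADP-Glo luminescence measures ADP made by human IP6K1 during a 2 h RT reaction with ATP/IP6 (mix at 1.3 mM/130 uM); top library doses 57.5 and 19.1 uM final.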
GPT2 inh – inhibitors of human GPT2 alanine aminotransferase; Q8TD30; Recombinant GPT2, coupled pyruvate oxidase/HRP Amplex Red fluorescence; Potency, µM (highest dose often 57.7 µM), without a hit: at the top dose activity change, negative = inhibition, actives largely listed as inhibitors; hit rate 0.25% among 100,000; AID 1671188; note: potency is the fitted concentration of half-maximal effect; nearly all actives have a fitted effect of over 60% in size; many of its hits are not listed in these tables
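Fluorescence read-out: pyruvate from GPT2 turnover coupled to pyruvate oxidase, HRP and Amplex Red (0.2mM ThPP, 0.2U/mL PO and HRP, 50uM Amplex final). Substrates 250uM a-KG, 2mM L-alanine; enzyme 10ng/uL; 30 min RT.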
HEK293 viab – cell viability loss counter-screen | HEK-293-SNCA-luc viability, GF-AFC fluorescence, 24 h | Potency, µM (highest dose often 57.1 µM), without a hit: at the highest dose activity change, negative = cytotoxicity, hits mostly cytotoxic | hit rate 0.12% among 150,000 | AID 1671193;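 note: potency is the fitted concentration of half-maximal effect; 0% = DMSO-treated cells and -100% = medium-only wells without cells; nearly all actives have a fitted effect of over 30% in size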
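Cytotoxicity counterscreen: after 24 h compound treatment of genome-edited SNCA-luciferase HEK-293 cells, live-cell protease substrate GF-AFC read by fluorescence after 30 min; activity scaled between DMSO (0%) and medium-only (-100%), curves Hill-fitted.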
Numbers without * were called inactive; i = inactive; ? = inconclusive; nt = not tested or not shown; [ ] = remark or other dose. Unless noted, calls come from the whole dose curve; as a rule, active = well fitted curve in the direction sought with a large enough effect; inconclusive = small, poorly fitted or top-dose-only effect, or another doubt; inactive = no such curve, though single readings can be large; an effect the other way counts as inactive or inconclusive. Unless noted, % is set by controls: 0 for no effect and ±100 for the full control effect. An excerpt; the hit share may differ from the screen's.

SMILES	HEK cytotox	SNCA expr inhib	Luciferase inh	NIH3T3 tox	IP6K1 inhibitor	GPT2 inh	HEK293 viab
Cc1noc(C)c1S(=O)(=O)NCCc1csc2nc(-c3ccc(F)cc3)nn12	nt	-28%	nt	nt	0	nt	?
CCCN(CC1CCOC1)S(=O)(=O)c1cccc(Br)c1 (centres undefined)	?	-29%	12%	0%	-5	-6%	?
O=S(=O)(c1ccc2nc(Nc3ccc(F)cc3)ccc2c1)N1CCCC1	nt	-12%	nt	nt	42	nt	9%
O=C(c1ccc(Cl)cc1)N1CCC(N2CCOC2=O)CC1	-22%	2%	nt	?	3	4%	1%
Nc1cc(C(F)(F)F)ccc1S	nt	-16%[25.6 µM]	nt	nt	-12	28µM*	-2%[23.9 µM]
CCOc1ccc(NC(=O)C2CCCN(c3cnn(C)c(=O)c3)C2)cc1 (centres undefined)	-1%	-7%	-4%	-18%	4	1%	0%
CC(C)n1c(C2CCCN(C(=O)c3ccco3)C2)nn(C)c1=O (centres undefined)	-2%	-24%	-4%	0%	5	i	-3%
CC(=O)c1ccc(NC(=O)N[C@H]2CO[C@H]3[C@@H]2OC[C@@H]3n2nnnc2Oc2cccc(N(C)C)c2)cc1	?	28%	6%	-21%	-24	3%	-7%
Cc1nn(-c2ccccc2)c2c1C(C)N(C1CN(C(=O)c3ccc(Cl)cc3)C1)C2=O (centres undefined)	-27%	nt	nt	-12%	6	nt	nt
COc1ccc(NC(=O)C2CCN(c3cc(C(F)(F)F)ncn3)CC2)cc1Cl	?	18%	-4%	?	-11	i	-9%
CC1=NS(=O)(=O)N(C)C=C1C(=O)O	-4%	2%	-6%	i	6	-12%	16%
COc1cccc(OC(=O)CSc2nnc(-c3ccc4c(c3)OCO4)o2)c1	nt	?	nt	nt	-32*	nt	2%
COC(=O)[C@@H]1Cc2c([nH]c3ccccc23)[C@H]2C[C@@H](NCCO)C[C@@H](c3cccc(OC)c3)N21	28µM*	5%	-17%	28µM*	-3	-7%	3%
COc1ccccc1-c1noc(CCCC(=O)NCc2ccco2)n1	nt	-1%	nt	nt	22	nt	-4%
CC[N+](CC)(CC)CCOc1cccc(OCC[N+](CC)(CC)CC)c1OCC[N+](CC)(CC)CC	nt	2%	nt	nt	10	-7%	-6%
COc1ccc(S(=O)(=O)NCC(c2ccco2)S(=O)(=O)c2ccc(C)cc2)cc1C (centres undefined)	nt	9%	nt	nt	11	nt	7%
CN1C(=O)C(CC(=O)N2CCCCC2)Sc2ncccc21 (centres undefined)	-6%	12%	-8%	-3%	18	i	8%
Cc1cc(C(=O)N2C[C@@H]3CCCN4CCC[C@@H]([C@H]34)[C@H]2CCCC(=O)N2CCOCC2)nn1C	10%	9%	4%	3%	21	?	-5%
CCCOc1ccccc1C(=O)Nc1nc2c(s1)CCCC2	nt	31%[activator]	nt	nt	10	nt	14%
COc1ccc(CC(=O)N2[C@@H]3CC[C@H]2CC(NC(=O)c2ccncc2)C3)cc1OC (some centres undefined)	-5%	-3%	-7%	4%	16	-6%	10%
COc1ccc(OC)c(-c2csc(-c3c(N)c(C(=O)c4ccccc4)n4ccccc34)n2)c1	nt	?	nt	nt	19	nt	8%
COc1cccc(CNC(=O)C2c3ccccc3CC(=O)N2C(C)C)c1 (centres undefined)	0%	9%	-6%	2%	5	-8%	9%
CCN(CC)C(=O)c1sc2c(c1C)c(=O)n(-c1ccccc1)c(=O)n2CC(=O)Nc1ccc(C)cc1C	nt	?	nt	nt	-9	nt	-6%
CN(C(=O)c1cc2ccccc2oc1=O)C1CCCN(CCCc2ccccc2)C1 (centres undefined)	?	-13%	5%	40µM*	6	i	-8%
COc1ccccc1C(=O)N1CCn2c(nn(-c3ccc(C(F)(F)F)cc3)c2=O)C1	?	?	nt	-26%	-1	-2%	-14%

Some values from the results shown:
SNCA expr inhib result of CCCN(CC1CCOC1)S(=O)(=O)c1cccc(Br)c1 (centres undefined) is entered as -29%
SNCA expr inhib result of Cc1cc(C(=O)N2C[C@@H]3CCCN4CCC[C@@H]([C@H]34)[C@H]2CCCC(=O)N2CCOCC2)nn1C is entered as 9%
HEK293 viab result of COc1ccc(CC(=O)N2[C@@H]3CC[C@H]2CC(NC(=O)c2ccncc2)C3)cc1OC (some centres undefined) is entered as 10%

Continuation:
SMILES	HEK cytotox	SNCA expr inhib	Luciferase inh	NIH3T3 tox	IP6K1 inhibitor	GPT2 inh	HEK293 viab
O=C1NC2(Cc3ccccc31)CN([S+](=O)([O-])c1cccs1)C2	-18%	13%	nt	-16%	6	-6%	5%
CCOc1ccc(S(=O)(=O)Nc2nc3ccccc3nc2Nc2ccc(OC)cc2)cc1	nt	2%	nt	nt	2	nt	-8%
CC(C)CN1C(=O)c2cccn2CC1C(=O)N1CCOCC1 (centres undefined)	i	-4%	-5%	4%	-1	i	-6%
COC[C@H]1CCCN1Cc1nc(C2(O)CCN(C(=O)CC(C)(C)C)CC2)cs1	-8%[172 µM]	4%[87.6 µM]	-2%[172 µM]	-5%[174 µM]	7	-3%[88.5 µM]	2%[87.6 µM]
Cc1cnn(CC(=O)N2C[C@@H](COc3ccccc3)[C@H](C(N)=O)C2)c1	-4%	30%	1%	-2%	9	?	-7%
O=C(c1ccoc1)N1CC[C@@H]2[C@@H](CCC(=O)N2CCc2cnc[nH]2)C1	i	7%	11%	i	3	i	7%
Cc1ccc(S(=O)(=O)N(C)Cc2nc(-c3ccccc3)oc2C)cc1	nt	-7%	nt	nt	-3	nt	1%
Cc1ccc(C(=O)N2CCCC3(C2)C(=NC2CCCC2)NC(=O)N3c2cc(F)cc(F)c2)cc1 (centres undefined)	i	20%	nt	4%	-12	-11%	-5%
CCCNC(=O)[C@@H]1Cc2cn(Cc3ccncc3)c3cccc(c23)[C@H](CC(C)C)N1	32µM*	?	-14%[172 µM]	25µM*	7	-8%[88.5 µM]	?
COC(=O)[C@H](CC1C=NC=N1)NCC12CC3CC(CC(C3)C1)C2 (some centres undefined)	nt	nt	nt	nt	-2	0%	-9%
Cc1ccc(S(=O)(=O)C(CNC(=O)C(=O)NCc2ccc(Cl)cc2)c2cccs2)cc1 (centres undefined)	nt	-15%	nt	nt	23	nt	0%
Cc1cc(C)c2oc(-c3cccc(NC(=O)c4ccc(Br)o4)c3)nc2c1	nt	-2%	nt	nt	-15	nt	-5%
COc1ccc(C(=O)N2CCC3(CC2)CC2C(=O)NCCN2C3)c(OC)c1 (centres undefined)	0%	1%	4%	i	0	i	7%
CCn1ccc(C(=O)NCC2Cn3cccc3C(=O)N2CC(C)C)n1 (centres undefined)	-8%	0%	-6%	0%	2	4%	3%
COc1ccccc1CNC(=O)c1nnn(CC(=O)Nc2c(C)cccc2C)c1N	nt	41%[activator]	nt	nt	-15	nt	-2%
COc1ccc(-c2cc(-c3ccc(F)cc3)nc3c2COc2ccccc2-3)cc1	nt	48%[activator]	nt	nt	1	nt	7%
C=CCn1c(-c2ccc(F)cc2)cn2cc(C(=O)N(C)CCO)nc2c1=O	-11%	-5%	0%	-24%	12	?	-7%
O=C1CCN(C(=O)C2CCN(C(=O)c3ccncc3)CC2)CCCCCCN1	-1%	28%	-12%	-17%	-1	i	10%
COC(=O)[C@@H]1Cc2ncn(C)c2CN1C(=O)c1ccc(C#N)cc1	-11%[172 µM]	1%[87.6 µM]	0%[172 µM]	-1%[174 µM]	10	-12%[88.5 µM]	-1%[87.6 µM]
O=C(O)[C@H](Cn1ccc(=O)[nH]c1=O)NCc1ncc[nH]1	-17%[230 µM]	1%[87.6 µM]	-17%[230 µM]	-14%[174 µM]	-15	-16%[88.5 µM]	-2%[87.6 µM]
O[C@@H]1CC(CNC2CCC2)(COc2ccc(C(F)(F)F)cn2)C[C@@H]1O (some centres undefined)	i	?	-4%[172 µM]	i	-4	1%[88.5 µM]	-3%[87.6 µM]
Cc1nc(CC(=O)N2CC[C@@H](NC(=O)c3cnccn3)[C@H](O)C2)cs1	-4%	2%	10%	-1%	-4	i	2%
COc1cc(-c2[nH]ncc2CN(CCO)Cc2cccs2)cc(OC)c1OC	?	31%[activator]	0%	?	13	4%	?
COC(=O)C1=C(C)N=C2SC=C(CC(=O)NC3CCCCC3)N2C1c1cccc(OC)c1 (centres undefined)	-29%	-24%	-2%	-27%	0	i	-14%
CC(=O)N1CCC(N(Cc2ccco2)C(=O)Nc2cccc(C)c2)CC1	nt	45%[activator]	nt	nt	1	nt	15%

(continued)
SMILES	HEK cytotox	SNCA expr inhib	Luciferase inh	NIH3T3 tox	IP6K1 inhibitor	GPT2 inh	HEK293 viab
COc1ccc(C(=O)NCC2Cn3cccc3C(=O)N2C)cc1 (centres undefined)	i	9%	-1%	i	-4	5%	-7%
CCn1c(=O)c2c(cc(C)n2C)n(CC(=O)Nc2c(C)cccc2C)c1=O	-1%	?	-3%	4%	35	i	28µM*
O=[S+]([O-])(c1cccc(C(F)(F)F)c1)N1CCC2(CC(c3cccc(C(F)(F)F)c3)=NO2)C1 (centres undefined)	-25%	-19%	nt	?	8	-14%	10%
COCCn1ncc(N2CCCC(CC(=O)NCc3cc(F)cc(F)c3)C2)cc1=O (centres undefined)	3%	15%	7%	-33%	2	i	5%
O=C1CN(C(=O)c2ccc(Cl)cc2Cl)C(c2ccc(F)cc2)c2cc(F)ccc2N1 (centres undefined)	nt	?	nt	nt	-10	nt	-17%
Cc1ccc(-c2cc3c(=O)n(CCNC(=O)c4ccc5cc[nH]c5c4)ccn3n2)cc1C	?	25%	-22%	?	-5	-1%	-15%
COc1cccc(C(=O)N2CCC(C(NC(=O)c3cccc(C)c3)C(=O)N3CCCC3)CC2)c1 (centres undefined)	2%	-13%	-10%	-21%	-5	i	-10%
CCOc1ccccc1-n1nnc(S(=O)(=O)c2ccc(C)cc2)c1N	nt	-30%	nt	nt	16	nt	4%
C[C@@]12CO[C@H](c3ccccc3)C[C@@H]1C[C@@H](N1CCN(Cc3ccccn3)CC1)C2	?	nt	nt	-28%	-6	nt	nt
CCC1CCCCN1CCNC(=O)CCc1cc2ccccc2[nH]c1=O (centres undefined)	-2%	-5%	-9%	i	-4	i	-1%
C[C@H](C(=O)N1CCCC1)C1CC[C@@]2(C)Cc3sc(NC(=O)C4CC4)nc3[C@@H](C)[C@@H]2[C@H]1O (some centres undefined)	-19%	65%[activator]	-15%	-14%	6	-6%	4%

For convenience, some entries already given:
SMILES	HEK cytotox	SNCA expr inhib	Luciferase inh	NIH3T3 tox	IP6K1 inhibitor	GPT2 inh	HEK293 viab
O=C1CN(C(=O)c2ccc(Cl)cc2Cl)C(c2ccc(F)cc2)c2cc(F)ccc2N1 (centres undefined)	nt	?	nt	nt	-10	nt	-17%
Cc1ccc(-c2cc3c(=O)n(CCNC(=O)c4ccc5cc[nH]c5c4)ccn3n2)cc1C	?	25%	-22%	?	-5	-1%	-15%
COc1cccc(C(=O)N2CCC(C(NC(=O)c3cccc(C)c3)C(=O)N3CCCC3)CC2)c1 (centres undefined)	2%	-13%	-10%	-21%	-5	i	-10%
